ER stress death = ER stress cell death inhibition | CSM14.1 thapsigargin ER stress survival, ATP luminescence | relative survival (cellular ATP), % at 15 µg/mL (by protocol) | actives 0.33% (n = 48,000) | AID 1010;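 active = survival measured by cellular ATP above 50% at 15 µg/ml in the first screen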;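 also: cell death triggered by about 15 µM thapsigargin; ATP read 24 h after thapsigargin was added; plate controls were thapsigargin with DMSO for no effect and DMSO without thapsigargin for full effect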
The depositor's hits bear a star.

canonical_smiles	ER stress death
CCOc1cccc(C2CC(=O)Nc3c2cc(Br)c2ccccc32)c1 (stereo unspecified)	-3
CC(=O)N(c1ccc(C)cc1)c1nc(-c2ccccc2)c(-c2ccccc2)s1	7
COC(=O)Nc1ccc(S(=O)(=O)N2C(C)CCCC2C)cc1 (stereo unspecified)	0
O=C(Nc1ccc2ccccc2c1)c1cccc(Cl)c1Cl	2
O=C(NC(=S)Nc1ccc([N+](=O)[O-])cc1O)c1ccccc1	6
O=C(COc1ccccc1)Nc1ccc(S(=O)(=O)N2CCOCC2)cc1	10
CC1(C)C/C(=N\N)c2cc(=O)[nH]nc2C1	-2
Cc1cc(OCC(=O)O/N=C(\N)c2ccc(Cl)cc2)ccc1Br	2
COc1ccc(Cl)cc1NC(=O)C1CCCO1 (stereo unspecified)	0
O=C(NC(=S)Nc1ccccc1O)c1cccnc1	-6
COc1ccccc1N1CCN(C(=O)C(c2ccccc2)c2ccccc2)CC1	-6
CCOC(=O)c1c(NC(C)=O)sc2c1CC(C)(C)OC2	21
Cc1cnc(NC(=O)C2CC3CCC2C3)s1 (stereo unspecified)	-5
Cc1ccc(C(=O)Nc2sc3c(c2C(=O)N2CCOCC2)CCC(C)C3)cc1 (stereo unspecified)	8
COCCNC(=O)/C(=C\c1ccc(OC)cc1)NC(=O)c1ccc(C)cc1	11
O=C(c1cc(Cl)ccc1Cl)N1CCN(c2ccc(F)cc2)CC1	7
O=C1CC(c2ccccc2)Sc2nc3ccccc3n21 (stereo unspecified)	-2
O=C(N/N=C\C=C\c1ccco1)c1ccc(Br)cc1	0
COc1ccc2oc(=O)c(C(=O)Nc3ccc(C)cc3C)cc2c1	3
COc1ccc(CCNS(=O)(=O)c2ccc(OC)cc2)cc1	9
CC(=O)Nc1nnc(-c2ccccc2)o1	6
CC(=O)C(=Nc1ccc(C)cc1C)NNc1cc(C(N)=O)c(Cl)cc1Cl	10
Cc1ccc(/C=C/C(=O)Nc2cccc([N+](=O)[O-])c2)o1	13
CCCOc1ccc(C(=O)Nc2ccc(N(CC)CC)cc2)cc1	0
O=C1C(c2ccccc2)C(c2cccs2)NC(c2cccs2)C1c1ccccc1 (stereo unspecified)	3
Cc1ccc2c(c1)c1c(n2C)C(NC(N)=O)CCC1 (stereo unspecified)	2
COc1cc(OC)cc(C(=O)Nc2cc(C(F)(F)F)cc(C(F)(F)F)c2)c1	-1
COc1ccc(N(CC(N)=O)S(=O)(=O)c2ccccc2)cc1Cl	10
O=C1NC(=O)N(c2ccc(Cl)cc2)C(=O)/C1=C\C=C\c1ccco1	54*
Cc1ccc(NC(=O)c2cc3cc(Br)ccc3oc2=O)c(C)c1	5
Oc1[nH]c2ccccc2c1N=Nc1cccc(C(F)(F)F)c1	-3
O=C1N=C(N2CCCCCC2)S/C1=C\c1ccccc1Cl	2

Random excerpt: two compounds from above.
canonical_smiles	ER stress death
Cc1ccc2c(c1)c1c(n2C)C(NC(N)=O)CCC1 (stereo unspecified)	2
Oc1[nH]c2ccccc2c1N=Nc1cccc(C(F)(F)F)c1	-3

Shown field by field: part of the list above.
O=C1C(c2ccccc2)C(c2cccs2)NC(c2cccs2)C1c1ccccc1 (stereo unspecified)
  ER stress death = 3
COc1ccc(N(CC(N)=O)S(=O)(=O)c2ccccc2)cc1Cl
  ER stress death = 10

Continued:
canonical_smiles	ER stress death
Cc1nn(C(=O)C(C)N2C(=O)c3ccccc3C2=O)c(C)c1Br (stereo unspecified)	12
O=C(Cc1ccc(Cl)cc1)NNC(=O)C1CCCO1 (stereo unspecified)	3
O=[N+]([O-])c1ccc(Cl)cc1Sc1nc2ccccc2[nH]1	-3
COc1ccc(CC(=O)N2CCCc3ccccc32)cc1OC	2
COC(=O)c1cc(NC(=O)/C=C/c2ccccc2Cl)cc(C(=O)OC)c1	1
CCOC(=O)CSc1nccc(N(C)C)c1C#N	-2
Cc1ccc(CNC(=O)C(=O)N2CCCC2)cc1	8
Nc1c(C(=O)Nc2ccccc2)nnn1Cc1ccccc1	-4
COc1ccccc1NC(=O)C1=C(C)NC(=O)NC1c1cc(OC)c(OC)c(OC)c1 (stereo unspecified)	5
Clc1ccc(C=NN2CCN(Cc3ccccc3)CC2)cc1	16
CCC/C(O)=C1\C(=O)CC(C)(C)CC1=Nc1cccc2ccccc12	1
CCOC(=O)COc1ccc(/C=C2\C(=O)NC(=O)N(C)C2=O)cc1OC	6
COC(=O)CN(c1c(C)cccc1C)S(C)(=O)=O	6
C=CCn1c2ccccc2c2nnc(SCC(=O)Nc3sc4c(c3C#N)CCCC4)nc21	18
COc1ccc(/C=C(\NC(=O)c2ccc(Cl)cc2)C(=O)NCC2CCCO2)cc1OC (stereo unspecified)	6
C=CCOc1ccc(/C=c2/sc3n(c2=O)C(c2ccc(OC)c(OC)c2)C(C(=O)OC)=C(C)N=3)cc1 (stereo unspecified)	1
O=C(O)C(=O)/C=C(\O)c1ccc(F)cc1	-16
O=C(N/N=C/c1ccccc1[N+](=O)[O-])/C(=C\c1ccc2c(c1)OCO2)NC(=O)c1ccccc1	0
COc1cccc(C2C(C(C)=O)=C(O)C(=O)N2CC2CCCO2)c1 (stereo unspecified)	-3
Cc1ccc(N2CCN(/N=C\c3ccccc3C(F)(F)F)CC2)cc1	9
CCCCOc1ccc(C(=O)NCc2ccccc2F)cc1	10
CSc1nc(-c2ccccc2)nc2[nH]ccc(=O)c12	13
CNC(=O)CCC(=O)Nc1ccc(C)cc1C	8
COc1ccc(C2/C(=C(/O)c3ccccc3)C(=O)C(=O)N2Cc2ccccc2)c(OC)c1 (stereo unspecified)	25

2 of these compounds in another layout.
O=C(O)C(=O)/C=C(\O)c1ccc(F)cc1
  ER stress death = -16
COc1ccccc1N1CCN(C(=O)C(c2ccccc2)c2ccccc2)CC1
  ER stress death = -6

New compounds follow
canonical_smiles	ER stress death
OC(COc1cccc(OCC(O)CN2CCOCC2)c1)CN1CCOCC1 (stereo unspecified)	0
CN1CCN(CC(=O)N2c3ccccc3Sc3ccccc32)CC1	2
CC1(C)C(C=C(Cl)Cl)C1C(=O)Nc1ccc(S(N)(=O)=O)cc1 (stereo unspecified)	-2
Cc1ccc(N(CC(=O)N(Cc2ccccc2)Cc2ccccc2)S(C)(=O)=O)cc1	11
O=C(CSc1n[nH]c(=O)[nH]c1=O)N/N=C/C=C\c1ccccc1	-4
CCOc1cc(/C=N/n2cnnc2)ccc1OCCOc1ccccc1C	9
CC(=O)OCCNC(=O)/C(=C\c1ccc2c(c1)OCO2)NC(=O)c1ccco1	3
COc1cc(NC(=O)C2CCCCC2)c2ncccc2c1	9
OCCSc1nncn1/N=C/c1c[nH]c2ccccc12	4
COc1cc(Br)c(/C=C2\C(=O)NC(=O)N(c3ccc(C)cc3)C2=O)cc1OC	2
O=C(Nc1nnc(-c2ccc(F)cc2)s1)c1ccc(Cl)cc1Cl	12
CCOC(=O)c1c(N)sc(NC(=O)c2ccc(C)cc2C)c1C	-2
O=C(Nc1cccc(NC(=O)c2cccc3ccccc23)c1)c1cccc(Cl)c1	5
CCOc1ccc(N2C(=O)/C(=C/c3ccc(-c4cc([N+](=O)[O-])ccc4Cl)o3)C(=O)NC2=S)cc1	10
Cc1cc(Cl)ccc1NC(=O)CCc1ccccc1	6
CC1(C)CC(=O)C=C(/C=C/c2ccc(N3N=N3)cc2)C1	-2
O=C(COc1ccc(Br)cc1)Nc1ccc(N2CCCCC2)c(Cl)c1	1
COc1ccccc1Cc1noc(COc2ccc3ccccc3c2)n1	0
CCc1cccc(C)c1NC(=O)CCC1CCCC1	4
O=C1C(=O)N(Cc2ccccc2)C(c2cccc(F)c2)/C1=C(/O)c1ccccc1 (stereo unspecified)	14
COc1cccc(OCCn2ccnc2)c1	1
CSc1nc(N)c(C#N)c(-c2ccccc2)c1C#N	8
O=C1C(=O)N(C2CCCCC2)C(=O)N1C1CCCCC1	4
O=C(Nc1ccc2c(c1)C(=O)c1ccccc1C2=O)c1cccnc1	-5
COCCNC(=O)c1ccc(I)cc1	-2
O=C(Nc1ccc(-c2nc3ccccc3s2)c(O)c1)c1ccc(-c2cccc([N+](=O)[O-])c2)o1	10
Cc1ccc(OCC(=O)N2CCc3ccccc3C2)c(Br)c1	-1
COc1cc2c(cc1OC)C(=O)NC1(CCCC1)C2	-7
C=CCN1C(=O)/C(=C/c2cccc([N+](=O)[O-])c2)C(=O)NC1=S	-1
C/C(CC(=O)N1CCCC1)=N\NC(=O)C(=O)Nc1ccccc1	3
CC1(C)CC(=O)C2=C(C1)Nc1ccccc1N(C(=O)c1ccc(Cl)cc1)C2c1ccco1 (stereo unspecified)	8
CC1=C(C(=O)OCCc2ccccc2)C(c2cccc([N+](=O)[O-])c2)CC(=O)N1 (stereo unspecified)	-4
CCOC(=O)c1ccccc1NC(=O)COc1ccc(C)cc1C	1
COc1ccccc1NC(=O)c1c(NC(=O)c2ccc([N+](=O)[O-])cc2)sc2c1CCCCC2	6
O=C(N/N=C/C=N/NC(=O)c1cc(Br)ccc1O)c1cc(Br)ccc1O	14
Cc1ccc(C)c(N2C(=O)C3C4CC(=O)C(c5ccccc54)C3C2=O)c1 (stereo unspecified)	-2
O=C(NCc1ccccc1Cl)C(=O)Nc1ccccc1F	7
CC(=O)N1c2ccccc2CC(N2CCCCC2)c2ccccc21 (stereo unspecified)	-5
O=c1c(/C=C(\O)c2ccc([N+](=O)[O-])cc2)nc2ccccc2n1-c1ccccc1	6
COc1ccc(OC)c(NC(=O)c2ccc(C)c(C)c2)c1	-10
COc1ccc(OCC(=O)Nc2ccc3ccccc3c2)cc1	1
COc1cc(C=NN2CCN(c3ccc(Cl)cc3)CC2)ccc1OCc1ccccc1	3
COc1ccc2c(Cl)c(C(=O)N3CCN(c4ccccc4)CC3)sc2c1	0
O=C(/C=C/c1ccccc1)C1=C(O)C(=O)N(c2ccccn2)C1c1ccccc1F (stereo unspecified)	-4
Cc1cc(Br)ccc1N1C(=O)CCC1=O	-5
NC(=O)c1ccc(NC(=O)c2sc3ccccc3c2Cl)cc1	-3
CCOC(=O)c1c(NC(=O)c2cccc(F)c2)sc2c1CCC2	2
COc1ccc(NC(=O)Nc2cc(C(F)(F)F)cc(C(F)(F)F)c2)cc1OC	-2
COc1ccc(C2C(C(=O)OC(C)C)=C(C)N=c3s/c(=C\c4cccs4)c(=O)n32)cc1 (stereo unspecified)	-1
COc1cc([N+](=O)[O-])ccc1-c1ccc(/C=C2/SC(=S)N(c3ccccc3)C2=O)o1	1
Cc1cccc(C)c1-n1c(C)cc(/C=N/NC(=O)c2ccncc2)c1C	5
CN(C)c1ccc(/C=N/NC(=O)CNC(=O)c2ccncc2)cc1	-8
COc1ccc(Cl)cc1NS(=O)(=O)c1ccc2ccccc2c1	2
Cc1cc(OCCCN2CCOCC2)ccc1Cl	0
Cc1ccc(OCc2nnc(NC(=O)Nc3ccccc3)s2)cc1	9
COc1ccc(/C=C/C(=O)OCC(=O)c2cccc([N+](=O)[O-])c2)cc1S(=O)(=O)N1CCCCC1	10

Other results
canonical_smiles	ER stress death
C/C(Cn1nnc([N+](=O)[O-])n1)=N\NC(=O)c1ccc(C)cc1	-8
O=C(/C=C/c1cc2c(cc1Br)OCO2)c1ccc(Cl)cc1	2
COc1ccc(/C=C/C(=O)N2CCOCC2)cc1OC	10
COc1ccc(Br)cc1CN1CCN(Cc2ccc(OC)c(OC)c2)CC1	0
COc1ccc(C)cc1NC(=O)c1ccccc1[N+](=O)[O-]	0
O=C(CSc1ncn[nH]1)Nc1ccc(F)cc1	-3
CCOc1ccc(N2C(=O)S/C(=C\c3ccc(F)cc3)C2=O)cc1	14
N#Cc1ccccc1N=C1CCCN1Cc1ccccc1	1
S=C(NCCSCc1ccc(Cl)cc1)Nc1ccccc1	3
O=C(Cc1ccc(Br)cc1)Nc1ccccc1	9
COC(=O)C(NC(=O)C(C)(C)C)C12CC3CC(CC(C3)C1)C2 (stereo unspecified)	11
O=c1c2ccccc2nc(/C=C\c2ccccc2O)n1-c1cccc2ccccc12	-3
O=C(CSc1nnnn1-c1ccccc1)Nc1ccccc1[N+](=O)[O-]	-1
CCC(=O)N1c2ccccc2NC2=C(C(=O)CC(c3ccccc3)C2)C1c1ccc(OC)cc1 (stereo unspecified)	3
COc1cc(OC)c(OC)cc1CN1CCN(C2CCCCCC2)CC1	-4
O=C1NC(=O)N(c2ccccc2F)C(=O)/C1=C/c1ccc(OCc2cccc(C(=O)O)c2)cc1	6
COc1ccc(NC(=O)c2ccc([N+](=O)[O-])cc2)cc1Cl	5
CC12C(=O)C(C(c3ccccc3)NC1c1ccccc1)C(c1ccccc1)NC2c1ccccc1 (stereo unspecified)	0
CCCCc1ccc(CCCCC(=O)O)s1	11
Clc1ccc(-c2noc(-c3ccc(I)cc3)n2)cc1	7
Cc1cc(C)nc(N2CCN(C(=O)c3cccc(Br)c3)CC2)n1	6
Cc1c(NC(=O)CCCN2C(=O)c3cccc4cccc(c34)C2=O)c(=O)n(-c2ccccc2)n1C	17
CCc1ccc(NC(=O)C(=O)NCCN2CCN(C(=O)c3cccc(Br)c3)CC2)cc1	-4
COc1ccc(C(=O)Nc2ccccc2)cc1NS(=O)(=O)c1ccc(C(C)(C)C)cc1	13
O=C(/C=C/c1ccccc1Cl)NCC1CCCO1 (stereo unspecified)	-4
CSc1ccc(S(=O)(=O)N(CC(=O)Nc2ccc3ccccc3c2)c2ccc(C)cc2)cc1	3

Screening data from PubChem BioAssay.

Some of the compounds tested; count on the stated rates, not on these rows.
